# IL1B secr inh: blocks inflammasome-driven IL-1 beta release | activity change, % at 57.5 µM | actives 4.7% (n = 360,000) | THP-1 LPS/ATP IL-1B secretion, AlphaLISA, 16 h; active compounds read low | AID 743279; in the data active = activity change below about -50%; inconclusive = mostly about -30% to -49%; note: % is set by controls: 0 for no effect and ±100 for the full control effect
#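 THP-1 cells pretreated 1 hr with compounds (up to 57.5 uM final), then stimulated with LPS (250 ng/mL final) plus ATP (1.25 mM final); secreted IL-1B measured by AlphaLISA after 16 hr, decreased signal indicating inhibition.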
# D3 antag: D3 dopamine receptor (human) antagonism. P35462. D3R cells, DiscoveRx beta-arrestin luminescence, antagonist mode; active compounds read low. max response, negative = inhibition, %. actives 2.5% (n = 360,000). AID 652054; in the data active = max response below about -50%; inconclusive = no clear call, values can overlap the other calls; note: % is set by controls: 0 for no effect and ±100 for the full control effect; mostly tested at two doses, the higher about 12 µM
# Target sequence (P35462 whole entry, looked up): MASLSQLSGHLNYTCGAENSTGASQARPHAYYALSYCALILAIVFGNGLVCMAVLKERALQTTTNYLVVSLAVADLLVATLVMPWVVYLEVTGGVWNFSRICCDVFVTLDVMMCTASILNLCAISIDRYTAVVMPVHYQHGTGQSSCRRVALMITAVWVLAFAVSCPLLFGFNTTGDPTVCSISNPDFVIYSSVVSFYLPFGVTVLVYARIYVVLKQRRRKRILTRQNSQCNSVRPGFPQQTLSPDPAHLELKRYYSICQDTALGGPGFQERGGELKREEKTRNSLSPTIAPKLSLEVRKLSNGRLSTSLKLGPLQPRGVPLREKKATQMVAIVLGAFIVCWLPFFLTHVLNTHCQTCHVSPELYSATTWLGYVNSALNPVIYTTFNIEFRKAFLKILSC
#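 Cells expressing the human receptor were seeded at 1500 cells/well, incubated overnight at 37 degrees C in 5% CO2, then exposed to library compounds with dopamine controls for 90 minutes at 37 degrees C before luminescent detection.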
# KB-3-1 cytotox: KB-3-1 parental cell cytotoxicity. KB-3-1 viability, CellTiter-Glo ATP luminescence, 72 h. Potency, µM (top dose mostly 46.1 µM), for inactives: at the top dose activity change, negative = cytotoxic, actives largely listed as cytotoxic. actives 1.4% (n = 400,000). AID 1347075; note: potency is the fitted concentration of half-maximal effect; % is set by controls: 0 for no effect and ±100 for the full control effect; nearly all actives have a fitted effect of over 60% in size
#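 Using CellTiter-Glo luminescence, growth of non-resistant KB-3-1 adenocarcinoma cells is assessed 72 h after pin-tool compound addition at 37 °C. Normalized responses across the concentration series yield fitted curves.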
# GLP1R ag: GLP-1 receptor (human) agonism; HEK293 GLP-1R CRE-luciferase, luminescence, 4-6 h; cells express a hypersensitive GLP-1R form; Potency, µM (series often up to 45.6 µM), inactives show top-dose activation, most hits filed as activators; actives 0.007% (n = 380,000); P43220; note: potency is the fitted concentration of half-maximal effect; % of control where 0% means no effect
# Target sequence (P43220 whole entry, looked up): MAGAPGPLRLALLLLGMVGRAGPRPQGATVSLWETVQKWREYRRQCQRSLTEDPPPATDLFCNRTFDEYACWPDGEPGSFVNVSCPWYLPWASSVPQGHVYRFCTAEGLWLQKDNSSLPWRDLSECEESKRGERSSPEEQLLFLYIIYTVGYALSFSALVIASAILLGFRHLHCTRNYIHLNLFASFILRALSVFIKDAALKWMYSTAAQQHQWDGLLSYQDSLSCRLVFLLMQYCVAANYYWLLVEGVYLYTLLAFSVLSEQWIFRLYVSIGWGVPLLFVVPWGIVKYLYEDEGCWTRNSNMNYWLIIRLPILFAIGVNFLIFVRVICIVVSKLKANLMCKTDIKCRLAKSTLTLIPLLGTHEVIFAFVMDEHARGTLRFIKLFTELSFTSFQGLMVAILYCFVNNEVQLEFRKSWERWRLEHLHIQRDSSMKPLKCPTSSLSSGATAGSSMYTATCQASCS
# HT1080NT lethal: kills 2HG-producing HT-1080-NT fibrosarcoma cells. actives 1.6% (n = 360,000). HT-1080-NT fibrosarcoma viability, CellTiter-Glo ATP luminescence, 48 h. Potency, µM (titrated, usually from 46.1 µM), without a hit: at the highest dose activity, negative = less viability, actives largely listed as cytotoxic. AID 686970;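 note: NT is the 2HG producing partner of a matched IDH1 knockdown line; potency is the fitted concentration of half-maximal effect; 0% = DMSO-treated cells and -100% = media-only wells without cells; nearly all actives have a fitted effect of over 55% in size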
#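 Luminescent CellTiter-Glo readout after 48 hours of compound exposure at 37 degrees C defined viability of HT-1080-NT cells. Activity was normalized to DMSO wells and cell-free media wells; concentration-response curves were fitted and assigned curve classes.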
# KB-V1 MDR tox: KB-V1 MDR subline cytotoxicity; KB-V1 MDR cells viability, CellTiter-Glo, 72 h; Potency, µM (series often up to 46.1 µM), for the others: at the highest dose activity change, negative = cytotoxicity, actives largely listed as cytotoxic; actives 3.4% (n = 400,000); note: potency is the fitted concentration of half-maximal effect; % is set by controls: 0 for no effect and ±100 for the full control effect; nearly all actives have a fitted effect of over 60% in size
#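 Potencies derive from concentration-effect curves fitted to normalized luminescence (CellTiter-Glo) of KB-V1 cells treated for 72 h at 37 degrees C in phenol-red-free DMEM containing 10% FBS.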
# HT1080 IDH1KD tx: HT-1080 IDH1 knockdown cell toxicity (counter line); HT-1080 IDH1 knockdown viability, ATP luminescence, 48 h; Potency, µM (highest dose often 46.1 µM), for inactives: at the top dose activity, negative = toxicity, actives largely listed as cytotoxic; actives 2% (n = 360,000);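 note: potency is the fitted concentration of half-maximal effect; 0% = DMSO wells and -100% = cell-free medium wells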
#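 CellTiter-Glo luminescence after 48 h compound exposure at 37 degrees C of IDH1-knockdown HT-1080 cells in 5% FBS RPMI. %Activity scaled between DMSO wells and cell-free media wells, with curves fitted and assigned curve classes.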
# DRD3 agonist: D3 dopamine receptor (human) agonism. max activation, %. D3R DiscoveRx beta-arrestin cells, luminescence, 90 min. AID 652048. actives 0.58% (n = 410,000); in the data active = max activation above about 30%; note: 0% is about no effect; mostly tested at two doses, the higher about 12 µM
#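 Agonist mode: compounds and dopamine controls were applied to plated cells for 90 min at 37 degrees C after an overnight attachment at 1500 cells/well. Luminescent read-out followed 30 - 60 minutes at room temperature with DiscoveRx detection reagent.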
# SW480 rereplic: inducers of DNA re-replication in SW480 colon cancer cells; SW480 DNA re-replication, Hoechst DNA content imaging, 48 h; Potency, µM (series often up to 46.1 µM), for inactives: at the highest dose re-replication activation, actives largely listed as activators; actives 1.8% (n = 340,000); AID 624297; note: potency is the fitted concentration of half-maximal effect; % of control where 0% means no effect; nearly all actives have a fitted effect of over 55% in size
#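 DNA re-replication was detected as more nuclei of elevated Hoechst intensity after 48 hr exposure to compound (23 nL pinned per well of 250 cells).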
# Starred values were filed as active, the others as inactive; ? = inconclusive; / = no result given; [ ] = remark or other dose. Unless noted, calls come from the whole dose curve; as a rule, active = well fitted curve in the direction sought with a large enough effect; inconclusive = small, poorly fitted or top-dose-only effect, or another doubt; inactive = no such curve, though single readings can be large; an effect the other way counts as inactive or inconclusive. Rows were taken by chance; 12% or so of the library scored in one or more.
SMILES,IL1B secr inh,D3 antag,KB-3-1 cytotox,GLP1R ag,HT1080NT lethal,KB-V1 MDR tox,HT1080 IDH1KD tx,DRD3 agonist,SW480 rereplic
OCC1(Cc2ccccc2C(F)(F)F)CCN(Cc2ccncc2)CC1,21.9,-2.9,-1.2%,13.8%,-22.3%,-2.9%,-10.3%,-12.0,-6.9%
COc1cc(CN2CCNC(=O)C2CC(=O)NC2CCCC2)cc(OC)c1 (configuration not stated),-15.1,-18.6,/,-9.3%,-1.4%,/,3.7%,-14.7,0.1%
C/C(CC(=O)Nc1ccc(N(C)C)cc1)=N\NC(=O)C(=O)NCc1ccccc1,4.4,0.1,2.3%,1.3%,-14.1%,?,-1.1%,-8.4,-28.6%
COC1CCC2(C)C(=CCC3C4CC(O)CC4(C)CCC32)C1 (configuration not stated),6.4,8.2,-6.6%,5.0%,-3.1%,18.4µM*,-2.2%,-2.1,-2.4%
O=C(CCSc1ccc(Cl)cc1)NC1CCCCC1,-4.4,-21.6,1.4%,10.5%,4.1%,?,0.7%,-16.1,-4.8%
COc1ccc(C(=O)COC(=O)c2cc(C)no2)c(OC)c1,-3.0,5.4,16.8%,3.3%,1.0%[9.24 µM],?,15.3%,3.3,3.1%
CCOc1ccccc1CSc1nc2ccccc2[nH]1,-16.2,17.9,-17.5%,15.3%,-26.5%,0.0%,-15.8%,-10.9,8.4%
c1ccc2nc(-c3nccs3)ccc2c1,36.5,-1.9,13.2%,-2.9%,17.1%,?,14.8%,-5.1,-12.1%
Cc1cccc(Cn2c(N3CCN(C)CC3)nc3c2c(=O)[nH]c(=O)n3C)c1,7.1,8.1,16.3%,-9.3%,9.6%,21.7%,11.7%,1.8,-4.7%
CN1C(=O)SC(Nc2ccccc2C(=O)O)C1=O (configuration not stated),-14.9,5.4,-0.2%,-0.2%,16.6%,9.3%,7.8%,-4.0,8.1%
COc1cc(C(=O)Nc2nnc(SCC(=O)NCC3CCCO3)s2)cc(OC)c1OC (configuration not stated),15.2,19.3,/,-2.0%,2.4%,/,-0.8%,1.0,-9.8%
Cc1ccc2oc(=O)n(CCCOc3ccccc3)c2c1,?,20.3,13.4%,20.7%,10.0%,0.9%,3.7%,1.4,-1.0%
Cc1ccc(/C=N\Nc2cn[nH]c(=O)c2Cl)cc1,-14.0,16.9,7.08µM*,15.3%,0.8%,?,-10.3%,2.2,-1.8%
Cc1cc(=O)[nH]c2c3ccccc3nn12,0.0,0.9,6.8%,5.5%,6.7%,2.3%,7.5%,4.5,-18.2%
Cc1ccc(OCCNC(=O)c2ccc(C)cc2)cc1,0.0,-2.0,0.0%,-1.6%,-0.8%,5.1%,11.5%,-10.5,0.5%
Cc1ccc2cccc(OC(=O)/C=C\c3ccccc3)c2n1,39.7,-4.5,5.2%,-4.5%,11.7%,?,18.2%,-3.1,-22.0%
COCCNC(=O)c1ccc2c(=O)n(Cc3ccco3)c(SCC(=O)NC3CCCC3)nc2c1,-7.3,45.4,12.4%,-0.9%,2.3%,1.4%,4.3%,0.6,-5.9%
Cc1ccc(S(N)(=O)=O)cc1NC(=O)C(c1ccccc1)c1ccccc1,24.4,2.2,5.7%,-1.8%,1.2%,8.1%,3.0%,-8.5,-2.2%
CN1C(=O)c2ccccc2OC1(C)Cc1ccccc1 (configuration not stated),8.9,2.2,-11.3%,19.5%,-1.7%,-7.8%,-1.3%,-3.6,-1.9%
COCC(C)NC(=O)c1ccc(N(C)C)cc1 (configuration not stated),-17.6,14.4,-5.2%,0.0%,21.7%,0.2%,11.0%,0.8,-15.9%
CN(C)S(=O)(=O)Oc1ccsc1C(=O)Nc1ccc(Cl)c(Cl)c1,-18.7,-14.5,-0.2%,-1.4%,-29.8%,?,?,-6.1,10.1%
CC(C)(C)c1cc(CCC(=O)Nc2ccncc2)cc(C(C)(C)C)c1O,?,64.9,-15.6%,-5.7%,-11.0%,-18.7%,-0.6%,14.0,-5.0%
Cc1ccc(C)c(S(=O)(=O)NC(C)C(=O)NCc2ccccn2)c1 (configuration not stated),6.9,-8.9,1.8%,-1.2%,12.9%,-8.4%,21.4%,0.5,-1.5%
Cc1ccc(CN(C(=O)c2c(F)cccc2F)C2CC(C)(C)NC(C)(C)C2)o1,-13.2,4.8,-0.9%,-12.3%,5.6%,?,7.4%,-7.4,9.2%
Cc1cc(C)n(C(=O)CCCCCC(=O)n2nc(C)cc2C)n1,9.6,19.9,2.8%,3.1%,13.8%,0.5%,10.8%,1.9,-0.7%[9.22 µM]
SMILES,IL1B secr inh,D3 antag,KB-3-1 cytotox,GLP1R ag,HT1080NT lethal,KB-V1 MDR tox,HT1080 IDH1KD tx,DRD3 agonist,SW480 rereplic
Cc1c(C(=O)NN2CCN(C)CC2)cccc1[N+](=O)[O-],11.9,9.4,2.1%,-1.6%,-1.9%,-1.1%,-7.3%,6.8,0.5%
CC(=O)C[C@H](O)CC(=O)[C@@H]1OC(=O)[C@H](C)C/C=C\Cc2ccccc21,14.4,-17.3,0.0%,-3.6%,8.6%,0.0%,5.0%,-2.9,3.5%
CCc1ccccc1NS(=O)(=O)c1ccc2nc(-c3ccccc3)[nH]c2c1,/,/,-4.3%,-6.5%,/,14.6%,/,7.9,/
CCn1c(CNC(=O)c2cccs2)nnc1SCC(=O)NCCc1ccccc1,64.6,-3.5,-9.0%,0.0%,3.3%,5.7%,4.9%,-13.4,-10.1%
Cc1ccc(S(=O)(=O)N(C)C)cc1NC(=O)c1cccnc1Oc1ccccc1,-21.0,36.2,3.8%,2.0%,5.8%,-15.1%,0.2%,2.1,-7.2%
Cc1nc(C)c2c(c1C(F)(F)F)-c1ccccc1C2(F)F,12.5,3.4,2.6%,3.2%,3.0%,0.4%,9.2%,-2.2,3.0%
CCCN(C(=O)CSCC(=O)Nc1cccc(C)c1)c1c(N)n(Cc2ccccc2)c(=O)[nH]c1=O,24.2,3.6,0.0%,-1.1%,-1.4%,4.4%,6.1%,3.9,-10.0%
CCCCN(C(=O)c1ccc(N(C)S(=O)(=O)c2ccc(C)cc2)cc1)c1c(N)n(CC(C)C)c(=O)[nH]c1=O,-3.6,-18.4,-14.6%,-1.9%,-1.4%,14.1%,0.3%,2.1,-38.0%[inhibitor]
Cn1c(=O)oc2cc(S(=O)(=O)NCCC(=O)NC3CCCC3)ccc21,7.4,1.4,3.3%,0.4%,13.2%,-16.5%,4.7%,0.9,-5.0%
NNC(=O)[C@H](Cc1ccccc1)NC(=O)Nc1ccc2c(c1)OCCO2,-0.4,-13.6,0.0%,9.8%,-0.5%,0.0%,4.3%,-11.4,1.4%
O=C(NCc1cccs1)C1Cc2c(-c3ccc(Cl)cc3)ccnc2O1 (configuration not stated),51.0,0.0,2.06µM*,7.9%,?,?,2.06µM*,-18.3,/
CC(C)OC(=O)c1ccc(NC(=O)c2cccc(-n3cnnn3)c2)cc1,36.0,4.2,-22.3%,7.6%,-2.1%,-0.5%,-8.3%,0.5,-7.9%
O=C(NC(=S)NCc1ccccc1)c1ccc(Br)cc1,4.1,1.7,-1.6%,9.8%,6.1%,16.2%,-3.2%,9.3,-74.0%[inhibitor]
Cc1cc(OCC(=O)Nc2ccccc2N2CCCCC2)ccc1C(C)C,-13.7,7.3,-21.7%,-3.6%,0.2%,-27.7%,-24.3%,12.1,?
COc1cccc(CNC(=O)c2nnn(CC(=O)Nc3ccc4c(c3)OCO4)c2N)c1,-0.9,63.5,-1.5%,-1.9%,0.6%,13.8%,-0.4%,-6.8,-3.2%
Cc1cc([N+](=O)[O-])ccc1NC(=O)C(C)NC1CCCCC1 (configuration not stated),?,-5.2,-3.3%,-1.6%,0.4%,6.1%,0.6%,-18.2,5.8%
Cc1cc(NC(=O)CSCC(=O)OCC(=O)c2ccc(Br)cc2)no1,30.3,24.5,4.0%,-1.3%,1.5%,8.7%,-1.8%,-1.3,/
Cc1csc(NC(=O)C2CCCN(S(=O)(=O)c3ccc(Br)s3)C2)n1 (configuration not stated),-14.3,6.5,-20.3%,-21.0%,-14.0%,?,-15.0%,-8.3,3.5%
COc1ccc(-c2cc(-c3ccccc3)nc(SC(C)C(=O)O)c2C#N)cc1 (configuration not stated),18.1,22.5,-4.9%,1.4%,-22.6%,-1.1%,?,0.9,-6.0%
O=C1OC2C(O)COC23OC(O)CCC13O (configuration not stated),52.1,6.9,10.5%,-4.7%,12.8%,8.3%,9.1%,8.9,/
Cc1ccc(/C=C/S(=O)(=O)N2CCC(C(=O)O)CC2)cc1,11.3,17.8,0.0%,7.2%,1.3%,5.0%,-3.5%,-3.8,9.2%
COC(=O)[C@]12CCCCC=C1N(Cc1ccco1)C(=O)[C@H](CC(=O)NCCCCc1ccccc1)C2,4.0,-9.2,-22.8%,7.4%,-2.4%,16.2%,-14.0%,-6.0,/

# Exported with two lines to a compound: five of the compounds above
# The line under a structure holds: IL1B secr inh	D3 antag	KB-3-1 cytotox	GLP1R ag	HT1080NT lethal	KB-V1 MDR tox	HT1080 IDH1KD tx	DRD3 agonist	SW480 rereplic
- CCc1ccccc1NS(=O)(=O)c1ccc2nc(-c3ccccc3)[nH]c2c1
  /	/	-4.3%	-6.5%	/	14.6%	/	7.9	/
- O=C1OC2C(O)COC23OC(O)CCC13O (configuration not stated)
  52.1	6.9	10.5%	-4.7%	12.8%	8.3%	9.1%	8.9	/
- Cc1cc(NC(=O)CSCC(=O)OCC(=O)c2ccc(Br)cc2)no1
  30.3	24.5	4.0%	-1.3%	1.5%	8.7%	-1.8%	-1.3	/
- Cc1csc(NC(=O)C2CCCN(S(=O)(=O)c3ccc(Br)s3)C2)n1 (configuration not stated)
  -14.3	6.5	-20.3%	-21.0%	-14.0%	?	-15.0%	-8.3	3.5%
- Cc1cc([N+](=O)[O-])ccc1NC(=O)C(C)NC1CCCCC1 (configuration not stated)
  ?	-5.2	-3.3%	-1.6%	0.4%	6.1%	0.6%	-18.2	5.8%
